# IMPase Li inh – cell-permeable IMPase inhibitors with lithium potentiation; actives 0.35% (n = 210,000); CHO-M1 cells, IP1 TR-FRET (IP-One), carbachol + lithium; Potency, µM (doses to about 59.4 µM), inactives show at the top dose activity, negative = IMPase inhibition, actives largely listed as inhibitors; AID 1457;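 further: IP1 builds up when IMPase is blocked and the TR-FRET signal falls; plate controls were basal vehicle for no effect and high inhibitor control for full effect; nearly all actives have a fitted effect of over 50% in size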
#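 Lithium-sensitised IP1 accumulation assay; M1-expressing CHO cells treated 30 min at 37C with compound. Competitive antibody detection by time-resolved FRET followed a 10 min room-temperature lysis step.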
# GAA spleen mod – inhibits or activates alpha-glucosidase in human spleen homogenate; human spleen homogenate, 4-MU-alpha-glucoside fluorescence; Potency, µM (top dose mostly 79.9 µM), for the others: at the highest dose activity change, negative = inhibition, hits mostly inhibitors; actives 0.006% (n = 240,000); AID 2112;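 further: 0% = enzyme with vehicle and -100% = no enzyme basal signal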
#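 Enzyme source: human spleen homogenate, 1 ug/well. Buffer 50 mM citric acid/K phosphate pH 5.0, 0.01% Tween-20. 4-MU-alpha-glucoside 1 mM; 37 C x 40 min; NaOH/glycine stop; fluorescence.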
# HTT aggregate – reduces HttQ103-GFP aggregates in PC12 cells; actives 1.1% (n = 220,000); Potency, µM (top dose mostly 46.1 µM), inactives show at the highest dose activity change, negative = inhibition, usual class: inhibitors; AID 1688; PC12 HttQ103-GFP aggregates, Acumen cytometry, 40 h; further: on the % scale 0 is the no-effect control and ±100 the full control effect; nearly all actives have a fitted effect of over 60% in size
#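 Huntingtin Q103 exon 1–GFP aggregates in induced PC12 cells (100 nM tebufenozide) were quantified by cytometry from lysates, with compounds dosed in titration.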
# RGS12 GoLoco inh – RGS12 GoLoco-Gai1 interaction inhibition | Gai1:RGS12 GoLoco peptide FP, rhodamine, 10 min | Potency, µM (top dose mostly 61.6 µM), for the others: at the top dose activity, negative = inhibition, hits mostly inhibitors | AID 880 | actives 0.44% (n = 230,000); active means well fitted inhibition curve with a large enough effect, not every such curve was filed as active; inactive means no such curve, though single readings can be large or run the other way; further: on the % scale 0 is the no-effect control and ±100 the full control effect; nearly all actives have a fitted effect of over 30% in size; many of its hits are not listed in these tables
# Target sequence (P63096 whole entry, looked up): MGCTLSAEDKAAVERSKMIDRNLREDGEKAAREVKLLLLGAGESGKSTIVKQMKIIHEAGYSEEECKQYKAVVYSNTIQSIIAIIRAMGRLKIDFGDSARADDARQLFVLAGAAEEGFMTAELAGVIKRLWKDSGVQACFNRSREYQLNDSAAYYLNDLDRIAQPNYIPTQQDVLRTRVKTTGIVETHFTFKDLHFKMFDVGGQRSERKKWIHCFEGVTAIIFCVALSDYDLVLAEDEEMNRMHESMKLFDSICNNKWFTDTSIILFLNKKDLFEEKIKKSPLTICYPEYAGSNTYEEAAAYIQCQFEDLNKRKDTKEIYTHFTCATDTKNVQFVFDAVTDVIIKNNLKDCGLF
# GAA glycogen mod – inhibitors or activators of human alpha-glucosidase glycogen cleavage; P10253; recombinant GAA, glycogen substrate, Amplex Red glucose oxidase fluorescence; Potency, µM (doses to about 76.4 µM), without a hit: at the highest dose activity change, negative = inhibition, usual class: inhibitors; actives 0.38% (n = 300,000); AID 2100;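 further: 0% = full enzyme reaction and -100% = no-enzyme basal signal; the screen sought inhibitors and activators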
#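 Recombinant enzyme (4 nM final) with compounds titrated up to 77 uM and bovine liver glycogen (30 ug) in citrate pH 5.0, 0.01% Tween-20, 37 C 40 min. Released glucose detected by Amplex Red/glucose oxidase (Ex 573/Em 610); AC50 from Hill fits.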
# GAA inh – inhibitors of human lysosomal alpha-glucosidase; purified human GAA, 4-MU-alpha-glucoside fluorescence; Potency, µM (top dose mostly 76.9 µM), for inactives: at the highest dose activity change, negative = inhibition, hits mostly inhibitors; actives 0.005% (n = 200,000);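 further: plate controls were uninhibited enzyme wells for no effect and no-enzyme background for full effect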
#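 Fluorogenic assay: 4 nM human alpha-glucosidase with 400 uM 4-methylumbelliferyl-alpha-D-pyranoside in 50 mM citrate/phosphate, 0.005% Tween-20, pH 5.0, 20 min at room temperature. Compounds tested up to 77 uM; AC50 from Hill fits.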
# HTT cytoprotect – protects HTT-Q103 PC12 cells, measured by ATP | actives 0.14% (n = 230,000) | Potency, µM (titrated, usually from 56.4 µM), inactives show cytoprotection (ATP increase), actives largely listed as activators | PC12 HTT-Q103 induced, cytoprotection, ATP luminescence, 40 h;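 further: % of control where 0% means no effect; nearly all actives have a fitted effect of over 45% in size; toxic huntingtin expression switched on by the ecdysone agonist tebufenozide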
#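 Stable PC12 Q103-GFP cells in serum-supplemented, phenol red-free DMEM; induction by tebufenozide at 100 nM final; compound dose series; cell viability quantified luminescently from ATP.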
# An asterisk follows results filed as active; u = inconclusive; x = not tested or not shown; & = joins results of further samples; [ ] = another dose, or the depositor's remark. Unless noted, the call rests on the fitted dose curve; in most records, active means well fitted curve in the direction sought with a large enough effect; inconclusive means small, poorly fitted or top-dose-only effect, or another doubt; inactive means no such curve, though single readings can be large; an effect the other way counts as inactive or inconclusive. Potency means the concentration at half of the fitted maximal effect. A portion of the library, so the mix of outcomes need not match the whole.
# Value order – RGS12 GoLoco inh, GAA spleen mod, GAA inh, HTT cytoprotect, IMPase Li inh, HTT aggregate, GAA glycogen mod
CCOC(=O)c1ccc(NC(=O)c2n[nH]c(=O)c3ccccc23)cc1
→ -9%, -1%, -1%, -18%, -7%, 14%, 1%
O=C(c1cnn(-c2ccccc2)c1)c1ccccc1O
→ 4%, 3%, -2%, 2%[10 µM], 16%, 11µM*, 4%
O=C1CC(/C=C/c2ccccc2)=Nc2ccccc2N1
→ 9%, -1%, -1%, -27%, 6%, 15%, -10%
CS(=O)(=O)c1cc([N+](=O)[O-])c(Sc2nc3ccccc3[nH]2)c([N+](=O)[O-])c1
→ 7.9µM*, 4%, -9%, -7%, 61%[activator][38.3 µM], u, 1%
N#Cc1c(N)nc(SCc2ccccc2)c(C#N)c1-c1ccco1
→ 31%[activator], -1%, -7%, -11%[10 µM], u, u, -6%
CC(=O)c1cc(NC(=O)c2ccc([N+](=O)[O-])cc2)c(=O)oc1C
→ 0%, 4%, 2%, -12%, 12%, u, u
CN1C(=O)CC(Sc2ccccc2C(=O)O)C1=O (stereo not drawn)
→ -13%, -1%, 3%, -1%, -19%[38.3 µM], 9%, 0%
CC1CCN(C(=O)CCCOc2cc(=O)n(C)c3ccccc23)CC1
→ -12%, -3%, -5%, 6%, 44%[activator][38.3 µM], 1%, 1%
O=C(CCn1nnc2ccccc21)Nc1nnc(-c2ccccc2F)s1
→ 6%, 1%, -18%, 0%, -10%[38.3 µM], -2%, 3%
CC1CN(C(=O)N[C@@H](Cc2ccccc2)C(=O)O)CC(C)O1 (stereo partly drawn)
→ -1%, -5%, -3%, 2%[0.074 µM], 0%[38.3 µM], -6%, 8%
Cc1cccc(-c2nc3c(c(SCC(N)=O)n2)CCCC3)c1
→ 6%, -3%, 4%, -9%[10 µM], -1%, 10%, 1%
COc1cc(C2C(C#N)=C(N)Oc3cc(C)n(CC4CCCO4)c(=O)c32)cc2c1OCO2 (stereo not drawn)
→ -7%, -3%, -6%, -19%[0.074 µM], 2%[38.3 µM], 17%, 1%
CCc1nc(SCC(=O)O)c(C#N)c2c1CCCC2
→ 12%, 0%, -6%, 2%[10 µM], 1%, 8%[9.22 µM], -20%
COc1cc(C2c3c(oc4ccc(C)cc4c3=O)C(=O)N2c2cc(C)ccn2)cc(OC)c1OC (stereo not drawn)
→ 5%, -10%, 0%, 2%[0.074 µM], 4%[38.3 µM], 1%, -7%
COCCn1c(C)cc(C(=O)CSc2n[nH]c(N)n2)c1C
→ 23%, -7%, -12%, -8%, 19%[38.3 µM], -3%, 0%
N#CCC(=O)NC(=O)NCC1CC1
→ 3%&3%, 1%&2%, -11%, -29%, -17%&-3%, 1%, 3%
CC(C)(Oc1ccc(Cl)cc1)C(=O)OCC(=O)Nc1ncc(Cl)cc1Cl
→ 15%, -7%, -2%, -28%, 3%[38.3 µM], -2%, -13%
CCc1ccc(Nc2cc(C(=O)NCCCN3CCOCC3)c3ccccc3n2)cc1
→ 6%, 0%, u, -50%[inhibitor], 10%[38.3 µM], -30%, 19%
COc1cc(C(O)P(=O)(OC(C)C)c2ccc(N(C)C)cc2)cc(OC)c1OC (stereo not drawn)
→ -17%, -1%, -7%, -9%[0.074 µM], 5%[38.3 µM], -16%[9.22 µM], 8%
CCOc1ccc(C2=Cc3cc(OC)c(OC)cc3C(=C(Cl)Cl)O2)cc1
→ -10%, 0%, -6%, -6%, 32%[activator][38.3 µM], 32%, -12%
O=C(Cn1c(=O)oc2ccccc21)NCCc1ccccc1Cl
→ -1%, 1%, 3%, u, 3%, 7%, -2%
COc1ccc(S(=O)(=O)N(C)CC(=O)N2CCOCC2)cc1Cl
→ 0%, 2%, -1%, -3%[0.074 µM], 12%[38.3 µM], -13%, 9%
CN(Cc1cnn(C)c1)Cc1nc(Cc2ccccc2Cl)no1
→ 5%, -4%, 11%, 15%[10 µM], -3%, 3%[9.22 µM], 4%
CCOC(=O)C1CCN(S(=O)(=O)c2ccc(-n3cnnn3)c(C)c2)CC1
→ 5%, -4%, u, -4%[10 µM], -8%[38.3 µM], -6%, -5%
Cc1ccc(C)c(NC(=O)CSc2nnc([C@@H]3CCCN3C(=O)OC(C)(C)C)o2)c1
→ x, 1%, u, -27%[0.074 µM], x, 13%, -9%
C=C1C(=O)C=C2CN(C(=O)c3ccccc3)[C@@](Cc3ccc(OC)cc3)(C(=O)OC)[C@@H]12
→ 3%, 3%, x, -116%[inhibitor], 21%, x, x
O=C(Cn1nnc(-c2cc(C(F)(F)F)cc(C(F)(F)F)c2)n1)NNC(=S)Nc1ccc(Cl)cc1
→ 11%, 11%, u, -10%[10 µM], x, -7%[9.22 µM], -6%
O=C1CN(C(=O)/C=C/c2ccccc2F)c2ccccc2N1
→ 4%, 4%, -4%, -44%, 3%, 8%, 3%
CCN1CCC2(CC1)Oc1c(OC)cccc1C1CC(c3cccnc3)=NN12 (stereo not drawn)
→ 10%, 3%, x, 18%[10 µM], x, 7%[9.22 µM], u
O=C(Nc1cccc(F)c1)C1CCN(C(=O)c2ccc(Br)cc2)CC1
→ -3%, -5%, -5%, -2%, 17%[38.3 µM], -31%, 3%
CCOC(=O)/C(C#N)=C\c1cccnc1
→ 22%, 0%, u, 26%, -4%, 17%, 24%
C/C(=N\NC(=O)c1cccc(S(=O)(=O)N2CCOCC2)c1)c1ccco1
→ 6%, 1%, x, 18%[10 µM], x, -30%[9.22 µM], 0%
COC(=O)c1c(NC(=O)COC(=O)[C@@H](NS(=O)(=O)c2ccc(C)cc2)C(C)C)sc2c1CCC2
→ 8%, -8%, -7%, -3%[0.074 µM], 8%, 0%, -4%
Cc1c(C(=O)O)cccc1[N+](=O)[O-]
→ 8%, 11%, x, -11%, -5%, x, x
O=C(c1ccc(S(=O)(=O)N2CCOCC2)cc1)N(c1ccccn1)C1CCCCC1
→ 1%, 6%, x, -14%[10 µM], x, -1%[9.22 µM], 5%
COc1ccc(/C=C\C(=O)NCc2ccc3c(c2)cc(C)n3C)cc1OC
→ 1%, -2%, 3%, x, u, 7%, u
O=c1c2ccccc2nnn1CSc1ccccc1F
→ -2%, -8%, 2%, 0%[10 µM], -3%, -4%, 4%
COc1ccc(N2C(=O)CC(C3CCCO3)C2=O)cc1 (stereo not drawn)
→ 13%, -3%, u, -3%[10 µM], 4%, -10%[9.22 µM], 1%
COCCSc1ccccc1C(=O)N1CCCC(C)C1 (stereo not drawn)
→ -13%, 0%, u, -25%, 6%, 2%, -1%
O=C(NCc1ccco1)C1(c2ccc(Br)cc2)CCCC1
→ -7%, -3%, -1%, -19%, 41%[activator][38.3 µM], 4%, 3%
COc1ccc(N(C)C(=S)Nc2ccc3nc(C)c(C)nc3c2)cc1
→ 1%, -3%, 3%, -3%[10 µM], 1%, 5%, u
Clc1ccc(Nc2ncnc3ccc(Br)cc23)cc1
→ x, -8%, 5%, -19%, x, 4%, 4%
CCC1(C)Cc2c(sc3c2c2ncnn2c2nnc(SCC(=O)NCc4ccco4)n32)CO1 (stereo not drawn)
→ -13%, 2%, -2%, -24%, 11%[38.3 µM], 10%, 5%
O=S(=O)(c1ccc(N2CCCC2c2nc3ccccc3s2)nc1)N1CCOCC1 (stereo not drawn)
→ 4%, 1%, -12%, -21%[10 µM], -4%[38.3 µM], 6%, -10%
Cc1ccc(NC(=O)C2CCCN(C(=O)c3ccc(Cl)cc3)C2)c(C)c1 (stereo not drawn)
→ 8%, -4%, -3%, -17%, -8%, -8%, x
O=c1c2[nH]c3ccc(F)cc3c2ncn1CCCn1ccnc1
→ -3%, -10%, 3%, 3%, -8%[38.3 µM], 2%, -2%
C/C(CCc1ccc2c(c1)OCO2)=N\NC(=S)NC(C)C
→ -4%, 6%, 3%, -5%, 9%, -4%, -28%
CCC(=O)N1CCCc2cc(S(=O)(=O)NCc3cccs3)ccc21
→ -9%, 0%, -10%, -4%, 7%[38.3 µM], 1%, 3%
O=C(O)CN1CCc2ccccc2C1
→ 14%, -6%, 6%, 7%[10 µM], 1%, -11%[9.22 µM], 3%
Cc1ccccc1C(=O)NNC1CC(=O)N(c2ccc3c(c2)OCCO3)C1=O (stereo not drawn)
→ 6%, -3%, -8%, 17%[10 µM], -7%, -5%, 7%

# The results go on:
# Value order – RGS12 GoLoco inh, GAA spleen mod, GAA inh, HTT cytoprotect, IMPase Li inh, HTT aggregate, GAA glycogen mod
O=S(=O)(c1ccc(N2CCN(c3ccc(F)cc3)CC2)cc1)N1CCCC1
→ 8%, 1%, 1%, -22%, -13%[38.3 µM], 10%, 2%
COCCNC(=O)CSc1ncnc2sc(-c3ccccc3)cc12
→ 15%, 2%, 7%, -20%, u, 5%, 1%
COc1ccccc1Nc1nc(N)nc(CN2CCN(Cc3ccc4c(c3)OCO4)CC2)n1
→ 12%, -3%, x, 3%[10 µM], x, -9%[9.22 µM], 5%
Cc1ccc(NC(=O)Cc2c(C(=O)O)n(C)c3ccccc23)cc1F
→ 4%, -4%, -6%, -8%, -3%, 1%, 2%
CCCOc1ccc(-c2cn3ccccc3n2)cc1[N+](=O)[O-]
→ 7%, 1%, -9%, x, -3%, 5%, 7%
COc1ccc(C2CC(=O)c3c(O)cc(OC4OC(COC5OC(C)C(O)C(O)C5O)C(O)C(O)C4O)cc3O2)cc1O (stereo not drawn)
→ 2%, -2%, x, -2%[1.9 µM], 5%, x, x
C=CCn1c(SCc2nc3sc(C(=O)O)c(C)c3c(=O)[nH]2)nnc1-c1ccccc1
→ 7%, 8%, 8%, 1%[10 µM], 3%, 0%, -1%
O=C1NC2(CCCc3ccccc32)C(=O)N1Cc1nnc(-c2ccccc2Br)o1 (stereo not drawn)
→ 10%, -2%, -12%, -8%[10 µM], -7%[38.3 µM], -25%, -8%

# Record cards, from the list above.
# O=C1NC2(CCCc3ccccc32)C(=O)N1Cc1nnc(-c2ccccc2Br)o1 (stereo not drawn) is listed with RGS12 GoLoco inh: 10%; GAA spleen mod: -2%; GAA inh: -12%; HTT cytoprotect: -8%[10 µM]; IMPase Li inh: -7%[38.3 µM]; HTT aggregate: -25%; GAA glycogen mod: -8%
# COc1ccc(C2CC(=O)c3c(O)cc(OC4OC(COC5OC(C)C(O)C(O)C5O)C(O)C(O)C4O)cc3O2)cc1O (stereo not drawn) is listed with RGS12 GoLoco inh: 2%; GAA spleen mod: -2%; GAA inh: x; HTT cytoprotect: -2%[1.9 µM]; IMPase Li inh: 5%; HTT aggregate: x; GAA glycogen mod: x
# O=S(=O)(c1ccc(N2CCN(c3ccc(F)cc3)CC2)cc1)N1CCCC1 is listed with RGS12 GoLoco inh: 8%; GAA spleen mod: 1%; GAA inh: 1%; HTT cytoprotect: -22%; IMPase Li inh: -13%[38.3 µM]; HTT aggregate: 10%; GAA glycogen mod: 2%

# Bioassay records: PubChem BioAssay, National Center for Advancing Translational Sciences (NCATS)
